Lamin A splicing = qHTS Assay for Modulators of Lamin A Splicing | HeLa LMNA splicing GFP/RFP minigene ratio, 48 h | Potency, µM (top dose mostly 46.1 µM), without a hit: at the highest dose ratio change, negative = inhibition, actives largely listed as inhibitors | actives 0.01% (n = 200,000) | AID 1487, 2009; active means well fitted inhibition curve with a large enough effect in the signal ratio, with a control signal flat, not every such curve was filed as active; inconclusive means small, poorly fitted or top-dose-only effect, or effect the other way, or a change in a side signal; the % refers to the signal ratio; further: potency means the concentration at half of the fitted maximal effect; on the % scale 0 is the no-effect control and ±100 the full control effect
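S3 HeLa stable clones carrying a lamin A-EGFP splicing minigene plus DsRed2 were seeded at 600 cells/well in Opti-MEM with 2% FBS, pin-dosed and incubated 48 h at 37°C. Acumen cytometry (488 nm) gave the GFP/RFP total-intensity ratio.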
CBFb RUNX1 block = qHTS Assay for Compounds Blocking the Interaction Between CBF-beta and RUNX1 for the Treatment of Acute Myeloid Leukemia | AlphaScreen CBFb-His/RUNX1-biotin binding, biochemical | Potency, µM (doses to about 59.8 µM), for inactives: at the top dose activity, negative = inhibition, hits mostly inhibitors | 230,000 tested, under 10 active | AID 1477, 2009; further: % of control where 0% means no effect
Target sequence (Q01196 whole entry, looked up): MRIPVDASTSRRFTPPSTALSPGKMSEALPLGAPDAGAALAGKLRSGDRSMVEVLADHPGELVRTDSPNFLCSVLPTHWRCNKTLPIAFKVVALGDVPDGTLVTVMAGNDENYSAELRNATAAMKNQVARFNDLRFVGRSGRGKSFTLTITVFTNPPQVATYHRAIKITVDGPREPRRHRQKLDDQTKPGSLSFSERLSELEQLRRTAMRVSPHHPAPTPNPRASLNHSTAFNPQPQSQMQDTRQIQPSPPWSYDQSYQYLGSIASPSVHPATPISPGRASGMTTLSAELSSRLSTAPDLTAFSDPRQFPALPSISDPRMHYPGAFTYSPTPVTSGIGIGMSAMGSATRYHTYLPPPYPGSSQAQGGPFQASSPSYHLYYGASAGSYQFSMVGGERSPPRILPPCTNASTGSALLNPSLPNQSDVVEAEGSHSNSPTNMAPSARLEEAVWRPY
Target sequence (Q13951 whole entry, looked up): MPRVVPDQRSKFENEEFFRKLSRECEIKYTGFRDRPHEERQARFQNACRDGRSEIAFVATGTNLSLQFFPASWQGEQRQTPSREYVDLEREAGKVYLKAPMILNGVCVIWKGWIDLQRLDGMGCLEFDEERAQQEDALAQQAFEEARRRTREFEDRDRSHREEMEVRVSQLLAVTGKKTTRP
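CBFb-His/RUNX1-biotin, 30 nM each, preincubated 20 min RT; compound 15 min RT; Ni + streptavidin beads 50 ng each, 90 min RT; AlphaScreen read.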
Epigenetic derep = Quantitative High-Throughput Screen for Regulators of Epigenetic Control. murine LDR cells, GFP reporter derepression, 30 h. Potency, µM (top dose mostly 53.9 µM), inactives show at the top dose GFP activation, actives largely listed as activators. actives 0.2% (n = 280,000); further: potency means the concentration at half of the fitted maximal effect; % of control where 0% means no effect; nearly all actives have a fitted effect of over 60% in size
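Murine LDR cells carrying a silenced, genomically integrated CMV-driven GFP reporter were exposed to compound for 30 hours at 37 C. After PBS washes, GFP-positive cells (20–120 um objects) were counted by laser-scanning microplate cytometry.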
NPSR antagonist = qHTS Assay for Antagonists of the Neuropeptide S Receptor: cAMP Signal Transduction. Q6W5P4. CHO-NPSR cells, cAMP TR-FRET, antagonist mode. Potency, µM (highest dose often 38.3 µM), without a hit: at the highest dose activity change, negative = inhibition, hits mostly inhibitors. actives 1% (n = 220,000). AID 1461, 2008; further: potency means the concentration at half of the fitted maximal effect; on the % scale 0 is the no-effect control and ±100 the full control effect; nearly all actives have a fitted effect of over 50% in size; many of its hits are not listed in these tables
Target sequence (Q6W5P4 whole entry, looked up): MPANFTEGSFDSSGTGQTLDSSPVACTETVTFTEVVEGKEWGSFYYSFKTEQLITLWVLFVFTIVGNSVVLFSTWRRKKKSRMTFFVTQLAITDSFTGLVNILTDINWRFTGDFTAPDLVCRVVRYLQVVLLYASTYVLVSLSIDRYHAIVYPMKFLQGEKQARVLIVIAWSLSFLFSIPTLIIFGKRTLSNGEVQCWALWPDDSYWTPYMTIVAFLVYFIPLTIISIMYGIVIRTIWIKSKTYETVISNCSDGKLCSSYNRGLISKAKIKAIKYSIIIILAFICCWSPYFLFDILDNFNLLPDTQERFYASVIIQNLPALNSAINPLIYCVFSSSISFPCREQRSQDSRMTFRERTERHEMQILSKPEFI
IMPase Li cell = qHTS Assay for Identifying the Cell-Membrane Permeable IMPase Inhibitors: Potentiation with Lithium | CHO-M1 cells, IP1 TR-FRET (IP-One), carbachol + lithium | Potency, µM (top dose mostly 59.4 µM), inactives show top-dose activity, negative = IMPase inhibition, most hits filed as inhibitors | actives 0.35% (n = 210,000);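 further: IP1 builds up when IMPase is blocked and the TR-FRET signal falls; potency means the concentration at half of the fitted maximal effect; plate controls were basal vehicle for no effect and high inhibitor control for full effect; nearly all actives have a fitted effect of over 50% in size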
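Concentration–response in CHO-M1 cells, lithium-potentiated; 30 min at 37C. IP1 detected by competitive TR-FRET after 10 min lysis at RT. Hill-fitted AC50.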
HttQ103 aggreg = qHTS Multiplex Assay to Identify Dual Action Probes in a Cell Model of Huntington: Aggregate Formation (GFP); PC12 HttQ103-GFP aggregates, Acumen cytometry, 40 h; actives 1.1% (n = 220,000); Potency, µM (doses to about 46.1 µM), for inactives: at the highest dose activity change, negative = inhibition, hits mostly inhibitors; further: potency means the concentration at half of the fitted maximal effect; on the % scale 0 is the no-effect control and ±100 the full control effect; nearly all actives have a fitted effect of over 60% in size
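Multiplexed with ATP-based cell death, this channel scores GFP aggregates in PC12 cells expressing inducible HTTex1-Q103-GFP. Induction used 100 nM tebufenozide; compounds were tested in concentration series.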
Luc counter = Counterscreen for Luciferase (Kinase-Glo TM) Inhibition | Luciferin 4-monooxygenase (Photuris pensylvanica), Q27757 | Kinase-Glo luciferase, ATP luminescence, 8 min | Potency, µM (titrated, usually from 38.3 µM), inactives show at the top dose activity change, negative = inhibition, usual class: inhibitors | actives 0.28% (n = 200,000) | AID 1379, 2008; further: potency means the concentration at half of the fitted maximal effect; on the % scale 0 is the no-effect control and ±100 the full control effect; nearly all actives have a fitted effect of over 60% in size
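Light output from Kinase-Glo luciferase with luciferin and 10 uM ATP in 50 mM imidazole pH 7.2, KCl, MgCl2, Tween 20, BSA; compound pin-delivered, 8-min ambient incubation, then luminescence read.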
Numbers without * were called inactive; & = joins results of further samples; [ ] = another dose, or the depositor's remark. Unless noted, the call rests on the fitted dose curve; in most records, active means well fitted curve in the direction sought with a large enough effect; inconclusive means small, poorly fitted or top-dose-only effect, or another doubt; inactive means no such curve, though single readings can be large; an effect the other way counts as inactive or inconclusive.

Screening Cc1noc(NC(=O)c2ccccc2)c1C#N returned Lamin A splicing -1%, CBFb RUNX1 block -7%, Epigenetic derep -0.9%, NPSR antagonist 11%[46.1 µM], IMPase Li cell 7%, HttQ103 aggreg -16% and Luc counter 0%.
For CCN(CC)/C(N)=N/c1nc(C)cc(C)n1 the results were Lamin A splicing 1%[46 µM], CBFb RUNX1 block 0%, Epigenetic derep 2.2%, NPSR antagonist 20%, IMPase Li cell 17% and Luc counter -5%.
For CCCc1cc(=O)oc2cc(Oc3ncccn3)ccc12 the results were Lamin A splicing 11%, CBFb RUNX1 block 6%, Epigenetic derep -1.0%, NPSR antagonist -8%[46.1 µM], IMPase Li cell 1%[38.3 µM], HttQ103 aggreg -4% and Luc counter 0%.
Screening COc1ccc(C(C)=O)cc1CSc1nc2ccccc2c(=O)n1-c1ccccc1C returned Lamin A splicing -1%, CBFb RUNX1 block -20%, Epigenetic derep -1.9%, NPSR antagonist -39%, IMPase Li cell 4%, HttQ103 aggreg 13% and Luc counter 4%.
For O=c1[nH]c2ccccc2c(O)c1-c1ccccc1 the results were CBFb RUNX1 block 10%, Epigenetic derep 1.1%, NPSR antagonist 9% and HttQ103 aggreg 18%[9.22 µM].
CCOC(=O)C1=C(C)N=c2s/c(=C3\C(=O)Nc4ccccc43)c(=O)n2C1c1ccc2c(c1)OCO2 (configuration not stated) was read as Lamin A splicing -9%, CBFb RUNX1 block -21%, Epigenetic derep 0.0%, NPSR antagonist -11%[46.1 µM], IMPase Li cell 7%, HttQ103 aggreg 19% and Luc counter 0%.
`O=C(N1CCOCC1)N1CCN(c2nc(-c3ccccc3)cs2)CC1` gave Lamin A splicing -7%, CBFb RUNX1 block -11%, Epigenetic derep -0.9%, NPSR antagonist -13%[46.1 µM], IMPase Li cell 1%[38.3 µM], HttQ103 aggreg -5% and Luc counter -4%.
For Cc1ccc(CCNC(=O)C2CCCN(S(=O)(=O)c3c(C)nn(C)c3C)C2)cc1 (configuration not stated) the results were Lamin A splicing 3%, CBFb RUNX1 block 4%, Epigenetic derep -8.9%, NPSR antagonist -7%[46.1 µM], IMPase Li cell 7%[38.3 µM], HttQ103 aggreg -10% and Luc counter -7%.
Screening COc1ccc(C(=O)N2CCN(c3nc4ccccc4o3)CC2)cc1OC returned Lamin A splicing inconclusive, CBFb RUNX1 block 0%, Epigenetic derep 0.0%, NPSR antagonist 5%[46.1 µM], IMPase Li cell -4%[38.3 µM], HttQ103 aggreg -21% and Luc counter 1%.
COc1ccc(C(=O)NCC(=O)N2CCCCC2)cc1OC was read as CBFb RUNX1 block -2%, Epigenetic derep -0.7%, NPSR antagonist 49%, IMPase Li cell -8%, HttQ103 aggreg 5% and Luc counter -3%.
CCC(=O)Nc1ccc(NC(=O)c2ccc3c(c2)OCO3)cc1 was read as Lamin A splicing 9%, CBFb RUNX1 block 2%, Epigenetic derep 1.5%, NPSR antagonist -4%[46.1 µM], IMPase Li cell 15%[38.3 µM], HttQ103 aggreg 3% and Luc counter 10%.
`O=C(CCn1cccc1)NCc1ccccc1` gave Lamin A splicing -1%, CBFb RUNX1 block -3%, Epigenetic derep -1.9%, NPSR antagonist -3%[46.1 µM], IMPase Li cell 0%[38.3 µM], HttQ103 aggreg 17% and Luc counter -8%.

The list goes on, starting with the last 2 of the part before.
CCC(=O)Nc1ccc(NC(=O)c2ccc3c(c2)OCO3)cc1 was read as Lamin A splicing 9%, CBFb RUNX1 block 2%, Epigenetic derep 1.5%, NPSR antagonist -4%[46.1 µM], IMPase Li cell 15%[38.3 µM], HttQ103 aggreg 3% and Luc counter 10%.
`O=C(CCn1cccc1)NCc1ccccc1` gave Lamin A splicing -1%, CBFb RUNX1 block -3%, Epigenetic derep -1.9%, NPSR antagonist -3%[46.1 µM], IMPase Li cell 0%[38.3 µM], HttQ103 aggreg 17% and Luc counter -8%.
Screening O=C1CC(c2ccccc2)=Nc2ccccc2N1 returned Lamin A splicing 4%, CBFb RUNX1 block -5%, Epigenetic derep -0.8%, NPSR antagonist -18%[46.1 µM], IMPase Li cell 22%[38.3 µM], HttQ103 aggreg 15% and Luc counter -2%.
Screening Cc1ccc2c(Cl)c(C(=O)NCCc3ccccc3)sc2c1 returned Lamin A splicing inconclusive, CBFb RUNX1 block 10%, Epigenetic derep -1.9%, NPSR antagonist -12%, IMPase Li cell 3%, HttQ103 aggreg -13% and Luc counter -1%.
CCC(C)NS(=O)(=O)c1ccc(NC(=O)c2ccc([N+](=O)[O-])cc2Cl)cc1 (configuration not stated) was read as Lamin A splicing -25%, CBFb RUNX1 block -15%, Epigenetic derep 5.3%, NPSR antagonist 24%[46.1 µM] and HttQ103 aggreg 5%.
For COc1cccc(NC(C)(C)c2nnnn2-c2c(C)cccc2C)c1 the results were CBFb RUNX1 block 6%, Epigenetic derep 8.2%, NPSR antagonist 42% and HttQ103 aggreg 14%[9.22 µM].
`COc1ccc(C)cc1-n1nnnc1SC/C(O)=C(\C#N)c1nc2ccccc2[nH]1` gave Lamin A splicing 3%, CBFb RUNX1 block -8%, Epigenetic derep 0.0%, NPSR antagonist -4%[46.1 µM], IMPase Li cell 25%[38.3 µM], HttQ103 aggreg -10% and Luc counter -3%.
Screening O=C(Nc1nc2ccc(S(=O)(=O)N3CCCCC3)cc2s1)c1cccnc1 returned Lamin A splicing -5%, CBFb RUNX1 block -2%, Epigenetic derep 7.2%, NPSR antagonist -4%[46.1 µM], IMPase Li cell 10%[38.3 µM], HttQ103 aggreg -12% and Luc counter -3%.
For Cc1cc(C)nc(-n2nc(C)cc2NC(=O)c2ccc3c(c2)OCO3)n1 the results were Lamin A splicing -3%, CBFb RUNX1 block -6%, Epigenetic derep -2.2%, NPSR antagonist -13%[46.1 µM], IMPase Li cell -15%[38.3 µM], HttQ103 aggreg 0% and Luc counter -7%.
For CC(C)CN1CCN(Cc2ccc(C#CC(C)(C)O)cc2)CC1CCO (configuration not stated) the results were Lamin A splicing inconclusive, CBFb RUNX1 block -7%, Epigenetic derep 8.7%, NPSR antagonist -14%, IMPase Li cell 31%[activator], HttQ103 aggreg -6%[9.22 µM] and Luc counter 1%.
For CC1CCCCC1NC(=O)CN1CCN(Cc2ccccc2Cl)C1=O (configuration not stated) the results were Lamin A splicing inconclusive, CBFb RUNX1 block 11%, Epigenetic derep 0.1%, NPSR antagonist -3%, IMPase Li cell 1%, HttQ103 aggreg -26% and Luc counter -6%.
For Cc1cc(C)c(C#N)c(SCC(=O)N2CCN(Cc3ccccc3)CC2)n1 the results were Lamin A splicing -3%, CBFb RUNX1 block 5%, Epigenetic derep 1.0%, NPSR antagonist -15%[46.1 µM], IMPase Li cell 16%[38.3 µM], HttQ103 aggreg inconclusive and Luc counter 5%.
CC(=O)c1c(C)[nH]c(C(=O)OCC(=O)Nc2sc3c(c2C#N)CCC(C)C3)c1C (configuration not stated) was read as CBFb RUNX1 block 2%, Epigenetic derep 3.2%, NPSR antagonist -14% and HttQ103 aggreg -12%[9.22 µM].
`CCCn1c(=S)[nH]c2cc(C(=O)N3CCc4ccccc43)ccc2c1=O` gave Lamin A splicing inconclusive, CBFb RUNX1 block 0%, Epigenetic derep -0.9%, NPSR antagonist -9%[46.1 µM], IMPase Li cell 17%[38.3 µM], HttQ103 aggreg 5% and Luc counter -1%.
For CCN(CC)S(=O)(=O)c1ccc(C(=O)NCc2n[nH]c(=S)n2-c2ccccc2OC)cc1 the results were Lamin A splicing 11%, CBFb RUNX1 block -2%, Epigenetic derep -4.2%, NPSR antagonist -4%[46.1 µM], IMPase Li cell -23%[38.3 µM], HttQ103 aggreg 11% and Luc counter -10%.
For COc1ccc(-c2nc(NC(=O)c3ccc(OCC(=O)N4CCOCC4)c(OC)c3)sc2C)cc1 the results were Lamin A splicing inconclusive, CBFb RUNX1 block 17%, Epigenetic derep -1.1%, NPSR antagonist -9%, IMPase Li cell 8%, HttQ103 aggreg -1% and Luc counter -1%.
For CC1CC(C)(C)NC(=S)N1CCCC(=O)Nc1ccc(Br)cc1 (configuration not stated) the results were CBFb RUNX1 block 0%, Epigenetic derep -0.1%, NPSR antagonist -27%, IMPase Li cell -4%, HttQ103 aggreg 15% and Luc counter 1%.
`O=Nc1c(-c2c(O)[nH]c3ccccc23)[nH]c2ccccc12` gave Lamin A splicing inconclusive, CBFb RUNX1 block inconclusive, Epigenetic derep -0.1%&0.0%&0.0%&-2.8%, NPSR antagonist 5%[46.1 µM], IMPase Li cell 33%&11%&-8%&22%[activator] and Luc counter -25%&-29%.
Screening OCC(O)C(O)C(O)C(O)CO (configuration not stated) returned Lamin A splicing inconclusive, CBFb RUNX1 block -2%&8%, Epigenetic derep 1.7%, IMPase Li cell 3%, HttQ103 aggreg 1%&9% and Luc counter 4%[39.9 µM].
For COc1ccccc1NC(=O)COC(=O)c1ccc([N+](=O)[O-])s1 the results were Lamin A splicing -4%[9.22 µM], CBFb RUNX1 block 6%, Epigenetic derep -0.2%, NPSR antagonist 1%, IMPase Li cell 4%, HttQ103 aggreg -9% and Luc counter -1%.
C/C(=N\OCC(=O)Nn1c(C)nc2ccccc2c1=O)c1cccs1 was read as CBFb RUNX1 block 4%, Epigenetic derep 1.5%, NPSR antagonist -4% and HttQ103 aggreg 7%[9.22 µM].
Screening CCOc1ccccc1C(=O)NCC(=O)NCCCc1ccccc1 returned CBFb RUNX1 block 4%, Epigenetic derep 2.2%, NPSR antagonist 8%, IMPase Li cell -4%, HttQ103 aggreg 2% and Luc counter 5%.
For Cc1cc(C)c2c(N)c(C(=O)c3ccc(Cl)c(Cl)c3)sc2n1 the results were CBFb RUNX1 block inconclusive, Epigenetic derep 2.5%, NPSR antagonist 13%, IMPase Li cell -8%, HttQ103 aggreg 17% and Luc counter -3%.
Cc1nn(CC#N)c(=O)n1-c1ccccc1F was read as Lamin A splicing 12%, CBFb RUNX1 block 0%, Epigenetic derep 1.0%, NPSR antagonist -12%[46.1 µM], IMPase Li cell -3%[38.3 µM], HttQ103 aggreg 16% and Luc counter -3%.
Screening Cc1ccc(N2C(=O)c3ccccc3C2Nc2cccnc2)nc1 (configuration not stated) returned Lamin A splicing -14%, CBFb RUNX1 block 1%, Epigenetic derep -1.0%, NPSR antagonist 14%, IMPase Li cell 2%, HttQ103 aggreg -7% and Luc counter 6%.
Screening CSc1nc(N)nc(C2CC2)n1 returned CBFb RUNX1 block 6%, Epigenetic derep 0.9%, NPSR antagonist -22% and HttQ103 aggreg -6%[9.22 µM].

Screening data deposited in PubChem by National Center for Advancing Translational Sciences (NCATS).

The list is partial, so the mix of outcomes need not match the whole.
